CTSL1 counter = blocks F. hepatica cathepsin L1 in PFM18AAP counter-screen. recombinant F. hepatica cathepsin L1, Z-Leu-Arg-MCA fluorescence. inhibition, % at 5.96 µM. 0.49% of 300,000 active;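 active = inhibition above the mean of all tested compounds plus 3 SD, set per screening campaign, cut at about 17% in these data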;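 also: 0% = plate median of test compound wells and 100% = 1 µM Z-Phe-Ala-diazomethylketone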
PP5 inh = blocks human protein phosphatase 5 activity; P53041; purified PP5c, OMFP substrate fluorescence; inhibition, % at 6.7 µM; 0.18% of 320,000 active; AID 1987;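 active = inhibition above the campaign's mean inhibition across all tested compounds plus 3 SD, cut at about 9.5% in these data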;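 also: 0% = DMSO only and 100% = 100 µM cantharidin control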
Target sequence (P53041 whole entry, looked up): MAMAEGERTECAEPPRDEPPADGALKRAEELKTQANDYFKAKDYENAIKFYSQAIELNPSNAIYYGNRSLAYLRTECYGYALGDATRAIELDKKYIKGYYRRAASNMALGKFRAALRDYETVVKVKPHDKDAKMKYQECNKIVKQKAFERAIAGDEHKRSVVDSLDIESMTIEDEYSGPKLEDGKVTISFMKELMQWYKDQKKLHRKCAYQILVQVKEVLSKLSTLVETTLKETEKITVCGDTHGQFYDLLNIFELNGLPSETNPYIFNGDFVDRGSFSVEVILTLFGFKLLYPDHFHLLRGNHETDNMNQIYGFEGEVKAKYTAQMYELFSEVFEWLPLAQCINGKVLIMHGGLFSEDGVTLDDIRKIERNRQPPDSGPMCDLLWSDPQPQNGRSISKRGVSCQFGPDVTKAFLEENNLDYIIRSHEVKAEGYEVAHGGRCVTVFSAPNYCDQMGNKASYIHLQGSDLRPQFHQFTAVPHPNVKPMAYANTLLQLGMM
LYPLA2 counter = counter-screen for PME1 inhibitors: inhibitors of human LYPLA2. O95372. recombinant LYPLA2, FP-Rh probe fluorescence polarization. inhibition, % at 5.9 µM. 0.38% of 320,000 active. AID 2177;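 active = inhibition above the screen-wide mean plus 3 SD, limit set per campaign, cut at about 26% in these data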;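 also: 0% = LYPLA2 with DMSO and 100% = wells lacking LYPLA2 enzyme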
core dimer inh = HCV core protein dimerization inhibition; AID 1899; TR-FRET GST/Flag-core106 dimerization, 1536-well; 0.33% of 300,000 active; inhibition, % at 5 µM;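 active = inhibition above the mean of all tested compounds plus 3 SD, set per screening campaign, cut at about 45% in these data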
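Assay system: Tagged HCV core106 pair (GST and Flag) | Buffer or medium: KF-containing HEPES buffer, pH 7.45, DTT, CHAPS, BSA | Also added: Eu donor and XL665 acceptor anti-tag antibodies | Dosing: One concentration, 5 µM, in 0.5% DMSO | Timing: 4 h at 22.5 °C | Technique: TR-FRET 671 and 617 nm emission | Repeats: Singlicate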
TPT1 inhibitor = blocks Candida albicans tRNA 2'-phosphotransferase | recombinant caTPT1, FP RNA substrate dephosphorylation | inhibition, % at 5 µM | 0.81% of 300,000 active;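 active = inhibition above the mean of all tested compounds plus 3 SD, set per screening campaign, cut at about 24% in these data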;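 also: plate controls were DMSO alone for no effect and ferristatin control at 100 nM for full effect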
GASC-1 inh = human JMJD2C demethylase inhibition; Q9H3R0; GST-JMJD2C(1-420) H3K9me3 demethylation, DELFIA europium; inhibition, % at 2.35 µM; 0.069% of 330,000 active; AID 2099;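 active = more than half of a compound's replicate wells show inhibition beyond 50%, single wells judged on their own value; inconclusive = some, but no more than half, of replicates pass 50% inhibition; inactive = no replicate passes 50% inhibition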;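 also: signal counts dimethyl H3K9 product captured on neutravidin plate; 0% = median of DMSO wells and 100% = 0.3 times that DMSO median; strong numbers were not always called active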
Target sequence (Q9H3R0 1-420 limits assumed): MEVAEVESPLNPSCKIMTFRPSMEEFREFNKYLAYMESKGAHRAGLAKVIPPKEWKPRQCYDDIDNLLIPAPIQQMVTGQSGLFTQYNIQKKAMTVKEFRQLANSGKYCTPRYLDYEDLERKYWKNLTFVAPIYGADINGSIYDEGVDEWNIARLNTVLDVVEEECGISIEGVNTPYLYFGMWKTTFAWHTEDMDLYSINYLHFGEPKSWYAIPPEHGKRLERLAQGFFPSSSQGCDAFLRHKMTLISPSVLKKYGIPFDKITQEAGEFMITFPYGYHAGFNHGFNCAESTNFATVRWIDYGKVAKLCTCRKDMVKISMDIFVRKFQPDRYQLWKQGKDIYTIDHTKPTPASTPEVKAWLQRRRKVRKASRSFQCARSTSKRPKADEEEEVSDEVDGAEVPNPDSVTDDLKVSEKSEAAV
PP1 counter = PP1-alpha (human) inhibition in PP5 counter-screen | inhibition, % at 6.7 µM | purified PP1alpha, OMFP fluorescence | 0.9% of 320,000 active | AID 2235 | P62136;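 active = inhibition above the mean inhibition of all tested compounds plus 3 SD, computed separately for each screening campaign, cut at about 15% in these data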
Efflux pump inh = inhibitors of Candida antifungal efflux pumps expressed in yeast; S. cerevisiae Candida pump triplex, Nile Red efflux; inhibition, % at 10 µM; 0.44% of 330,000 active; AID 485275;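 active = plate passing quality check with inhibition over a set limit, or well fluorescence over plate mean plus 4 SD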;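 also: Nile Red retained in pooled yeast measured as flow cytometry median fluorescence; 0% = buffer negative control and 100% = Enniatin B positive control; higher means more Nile Red kept so more efflux inhibition; some compounds called inactive have numbers as strong as hits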
PREPL inh = inhibitors of human prolyl oligopeptidase-like enzyme PREPL. recombinant PREPL, fluorescence polarization activity-based probe. 0.68% of 320,000 active. AID 2751. inhibition, % at 5.96 µM. Q4J6C6; in the data active = inhibition above about 43%;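 also: 0% = enzyme with DMSO and 100% = wells lacking enzyme; many of its hits are not listed in these tables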
Active calls of the source: *; ? = inconclusive; / = not tested or not shown; & = joins results of further samples. Only part of the results is shown; rates above refer to the full screens.

canonical_smiles,PP5 inh,core dimer inh,GASC-1 inh,PREPL inh,LYPLA2 counter,TPT1 inhibitor,CTSL1 counter,PP1 counter,Efflux pump inh
Cc1nc2ccccc2c(=O)n1-c1ccc(F)cc1,0.1,-2,4,3,7,-2,-5,-1,-0.1
CNP1(NC)=Nc2nn(-c3ccccc3)c(N)c2C(c2ccccc2)=N1,0.8,-3,-3,7,-3,0,0,-5,0.1
CCCCCC[N+](=O)[O-],1.2,/,9,1,-2,/,/,-2,-0.1
Cc1ccc(Sc2ccc(C=C3C(=O)N(C)C(=O)N(C)C3=O)o2)cc1,2.7,5,5,-5,1,6,-2,0,-0.1
CC(=O)C1C(=O)NC23CCCCC2C1c1ccccc1O3 (configuration not stated),0.7,-7,-8,2,6,0,-1,-2,-0.1
Cc1c(Cl)cccc1NC(=S)N1CC2CC(C1)c1cccc(=O)n1C2 (configuration not stated),1.2,-1,4,0,5,-1,2,-2,0.1
COC(=O)C1=C(c2ccc(F)cc2F)C[C@@H]2CC[C@H]1N2C(=O)NCCCOC(C)C,-2.2,/,9,-3,-2,/,/,-3,0.0
O=c1[nH]c(=O)n(CCc2ccccc2)c(O)c1C=NCCN1CCNCC1,0.7,-5,-6,16,2,-3,-1,3,-0.1
Cc1[nH]c2ccc(OCc3ccccc3)cc2c1CCN,1.9,-9,24,50*,-2,-3,5,-1,0.8
Cc1ccc(-n2c(O)c(/C=N/NC(=O)c3ccncc3)c(=O)[nH]c2=O)cc1,-2.3,-10,5,-1,-9,30*,3,0,-0.1
Clc1ccc2sc(C3CCNCC3)nc2c1,-2.8,2,-1,-14,2,1,0,1,0.1
Cc1ccccc1N1C(=O)NC(=O)/C(=C\c2cc(C)n(C)c2C)C1=O,-0.6,-14,?,-1,-1,4,-2,-3,0.0
CN1C(=O)/C(=C\c2ccc(Br)s2)C(=O)NC1=S,4.1,5,16,-18,-11,25*,-2,1,0.1
CCCCCCn1c(=O)c(C(=O)Nc2cnccn2)c(O)c2ccccc21,0.7,3,-3,0,0,-4,-1,-2,-0.2
Cc1cccc(Cn2cc(C=O)c3ccccc32)c1,5.4,-13,0,11,4,1,1,3,0.2
O=C1NC(=O)C(CCc2ccncc2)(CCc2ccncc2)C(=O)N1Cc1ccc(F)cc1,1.5,-1,2,-5,0,-1,2,-1,0.3
NCCc1c[nH]c2ccc(O)cc12,1.8,-20,-4,21,-1,-3,0,-11,-0.1
COc1ccc(Cn2c(N)c(C(=O)NCc3ccco3)c3nc4ccccc4nc32)cc1,11*,35,4,13,-12,48*,0,6,0.1
O=c1[nH]c2c(c(=O)n1C1CCCCC1)CCC2,0.5,1,11,0,6,-4,3,3,-0.1
Clc1ccc(CNCCc2ccc3c(c2)OCO3)cc1,3.5,-2,-21,-17,7,2,0,1,0.0
COc1ccc2nc3oc(C(=O)N4CCC5(CC4)OCCO5)cc3cc2c1,3.7,-1,25,-3,5,3,2,2,0.3
Cc1ccc(C)c(NC(=S)NCCc2cnc[nH]2)c1,-2.9,-1,1,4,-6,-2,-3,-3,-0.2
CN(C)CCNC(=O)c1cccn(Cc2cc(C(F)(F)F)cc(C(F)(F)F)c2)c1=O,-2.7,1,7,-3,9,1,4,-1,0.0
CC(NCc1cccc(Cl)c1Cl)C(O)c1ccccc1 (configuration not stated),4.2,-6,-3,0,5,-1,-1,-1,0.1
O=c1oc2ccccc2c(O)c1[C@H]1c2ccc(O)cc2Oc2c1c(=O)oc1ccccc21,0.0,13,-9,1,-7,0,1,-3,0.0
COc1ccc(CC(C)NCCc2ccc(OC)c(OC)c2)cc1 (configuration not stated),3.1,14,-2,8,2,-1,1,0,-0.2
C[N+](C)(C)CC#CCOC(=O)Nc1cccc(Cl)c1,1.1,3,12,0,5,2,-3,-3,-0.1
C=CCn1c(O)c(C(C)=NCCc2ccccc2)c(=O)[nH]c1=O,-2.5,-3,-15,-1,1,4,-1,2,0.1
CC1CCCC(C)N1/N=C/c1c[nH]c2ccc(Br)cc12 (configuration not stated),2.7,-4,6,-2,-2,1,0,3,0.7
CCC(=O)OC1(c2ccccc2)C(C)CN(C)CC1C (configuration not stated),0.5,-3,-10,17,6,-3,1,-6,-0.3
COc1ccccc1OCC(=O)N1CCN(Cc2ccc3c(c2)OCO3)CC1,1.3,3,-4,13,1,0,1,1,0.2
Cc1ccc(S(=O)(=O)N(C)CCCC(=O)N2CCN(c3ccccn3)CC2)cc1,3.0,1,-3&-2,-6,5,2,-1,1,0.2
CCOC(=O)N1CCC(NC(=O)CCc2nc(C3=CCN(C)CC3)no2)CC1,0.0,0,53*,1,10,-9,-1,-2,-0.1
O=C(CNC(=O)c1ccc(Br)cc1)Nc1ccc(Br)cc1C(=O)c1ccccc1,2.6,-1,0,16,-11,2,4,-1,0.1
c1nc2nc3c(c(N4CCNCC4)n2n1)CCCC3,-1.3,-1,0,7,-7,1,2,-4,0.3
CCSc1cc(C2C(C#N)=C(N)Oc3n[nH]c(C)c32)c(C)o1 (configuration not stated),2.7,-2,?,3,5,4,1,-4,0.0
CCOc1cc2c(cc1OCC)-n1cccc1C(c1cc(C)c(OC)cc1C)NC2 (configuration not stated),2.6,-6,9,14,11,0,-3,-1,0.1
CC(C)CCN1CCN(Cc2c(F)cccc2Cl)CC1CCO (configuration not stated),-3.5,0,-25,4,-4,-5,4,0,-0.2
COC(=O)C1=C(c2ccccc2)C[C@@H]2CC[C@H]1N2C(=O)NCCS(C)=O (some centres not stated),0.9,9,-6,4,5,-2,-1,-2,0.0
O=c1cccc2n1CC1CNCC2C1 (configuration not stated),-0.6,8,7,5,-2,1,8,-3,0.0
COCc1cc(OC(=O)N(C)C)nc(-c2ccccc2)n1,-1.0,-2,-4,-5,-2,-3,-2,-5,0.1
O=S(=O)(NC1CCCCCCC1)OCC(Cl)(Cl)Cl,4.4,2,31,3,-3,-2,0,3,-0.1
C[C@]12CC[C@H](O)C[C@H]1CC[C@@H]1C2CC[C@]2(C)[C@@H](C3=CC(=O)OC3)[C@@H](O)C[C@]12O (some centres not stated),-0.4,/,-1,3,1,/,/,-5,-0.2
Cc1cc(/C=C2\C(=O)NC(=O)N(c3ccc(Cl)cc3)C2=O)c(C)n1-c1cccc(C(=O)O)c1,-0.7,8,-1,-1,4,19,4,2,-0.1
CC(C)(C)C(=O)NC1CCSC1=O (configuration not stated),-0.3,-1,-5,7,-2,-4,4,-3,-0.1
CCOc1ccc(-n2c(-c3ccoc3)nc3ccccc3c2=O)cc1,1.9,-4,-3,-4,-3,-1,1,4,-0.1
Cc1c(N=Cc2c(O)n(Cc3ccc(F)cc3)c(=O)[nH]c2=O)c(=O)n(-c2ccccc2)n1C,1.9,-2,-2,-3,-2,1,-1,3,0.0
CN1C(CC(O)c2ccccc2)CCCC1CC(O)c1ccccc1 (configuration not stated),0.4,-4,/,-17,0,0,0,2,0.0
CN1CCN(c2ccc(C(N)=O)cc2[N+](=O)[O-])CC1,1.8,3,-6,5,1,-1,-5,-5,0.1
CCN1C(=O)NC(=O)/C(=C\c2cn(CC(=O)N3CCCC3)c3ccccc23)C1=O,-0.9,1,-2,7,-3,15,0,3,0.0
C[N+]1(CC(COCc2ccccc2)OC(=O)Cc2ccccc2)CCOCC1 (configuration not stated),-0.3,-5,-5,-4,4,2,-3,-2,0.0
CN1CC2=CC(O)CC3Oc4c(O)ccc(c4[C@]23C)C1 (some centres not stated),4.0,-3,-29,0,0,-2,-4,-6,0.2
COC(=O)C1=C(c2cccc(OCc3ccccc3)c2)C[C@@H]2CC[C@H]1N2C(=O)NCCOc1ccccc1Cl,3.7,/,/,12,-1,/,/,9,0.0
CCOC(=O)C1=C(N)Oc2cc(C)oc(=O)c2C12C(=O)N1c3c(cccc32)C(C)=CC1(C)C (configuration not stated),1.3,3,27,13,-2,2,3,-3,0.4
O=C(NCCCN1CCOCC1)C(Cl)(Cl)Cl,2.7,-8,1,-12,-8,2,-1,1,0.0
Clc1ccc2c(N3CCNCC3)ccnc2c1,1.7,2,0,5,19,5,-1,1,0.4
Fc1cccc(F)c1CN1CCN(c2ccc(Cl)cc2)CC1,9.1,1,-6,19,-1,1,6,-2,0.2
CCOC(=O)c1c(C)n(Cc2ccco2)c2ccc(OC)cc12,2.0,2,-13,14,3,-3,-1,1,-0.1
Nc1ncc([N+](=O)[O-])s1,0.5,/,6,4,4,/,/,-1,-0.2
CN1CCc2nc3sc(C(=O)NC4CC4)c(N)c3cc2C1,0.2,-2,-6,11,-4,0,-4,-6,-0.1

Remaining list, next part.
canonical_smiles,PP5 inh,core dimer inh,GASC-1 inh,PREPL inh,LYPLA2 counter,TPT1 inhibitor,CTSL1 counter,PP1 counter,Efflux pump inh
CC(C)CCn1c(N)c(C(=O)NCc2cccs2)c2nc3ccccc3nc21,-0.1,8,4,1,-7,0,4,-2,-0.1
Cc1cccc(-n2c(-c3ccc([N+](=O)[O-])cc3)nc3ccccc3c2=O)c1,3.4,3,2,1,1,0,0,-3,0.0
CC1=C2[C@H]3OC(=O)[C@@H](C)[C@@H]3CC[C@@]2(C)C=CC1=O,1.9,3,/,2,4,-6,-4,-4,0.0
OC(Cn1c2ccccc2c2ccccc21)C[n+]1ccccc1 (configuration not stated),-0.2,-5,-7,5,-1,-5,-1,0,-0.2
O=[N+]([O-])CCO,-1.0,/,12,3,0,/,/,-1,0.0
Cc1cccc(NC(=O)CN2CCN(C(=O)COc3cccc(Br)c3)CC2)c1C,-1.8,/,-2,5,11,/,/,-2,0.3
CCC1C=CC=CC[C@H](C)[C@@H](O)[C@](C)(O)C(=O)[C@@H](C)[C@H](O)[C@@H](C)C(=O)[C@H](C)[C@@H](O)[C@H](C)C=CC(=O)OC2[C@@H](C)C(CC1)OC1(CC[C@@H](C)C(C[C@H](C)O)O1)[C@@H]2C (some centres not stated),7.9,-9,/,7,-4,-2,6,2,0.3
CCN1CCN(c2ccc(N)c(C)c2)CC1,-0.5,-2,-17,12,5,5,0,-3,0.0
COc1ccc(C(=O)C2(C)N(O)C(C)C(c3cccs3)=[N+]2[O-])cc1 (configuration not stated),0.1,-7,-2,-1,-6,2,2,-2,-0.1
O=c1c2ccccc2nc(/C=C/c2ccc(O)cc2)n1-c1ccccc1O,0.7,0,4,7,-1,6,-2,-4,0.0
CCCC[N+]12CCC(CC1)C(C(=O)c1cccs1)C2 (configuration not stated),-0.2,-7,2,5,2,2,-2,-2,-0.1
C=C1N2CCC(CC2)C1(O)c1ccc(C)cc1 (configuration not stated),2.0,-4,2,-3,4,2,-5,-4,0.0
COc1ccc(Cn2c(O)c(C=Nc3c(C)n(C)n(-c4ccccc4)c3=O)c(=O)[nH]c2=O)cc1,0.3,-3,-8,8,-6,3,2,-1,0.4

High-throughput results deposited in PubChem BioAssay by several laboratories.
